Calpain2 inh: inhibitors of pig calpain II, primary screen, biochemical, fluorogenic peptide substrate, 1536-well; purified calpain II, 30 min; inhibition, % at 16 µM; 220,000 compounds, 0.37% hits; AID 1236, 2008;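 active = inhibition above about 50%, limit read from the data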
zVAD death inh: inhibitors of zVAD-triggered necroptosis, primary screen, L929 cells; viability rescue, % at 10 µM; 220,000 compounds, 0.38% hits; L929 zVAD necroptosis rescue, ATP luminescence, 24 h; with zVAD 60 µM;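 active = activation, scaled between plate controls, above about 75%, limit read from the data; inactive = activation under that limit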;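 note: 0% = zVAD with DMSO and 100% = DMSO alone without zVAD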
eIF4E 4G PPI: eIF4E–eIF4G protein interaction inhibitors, primary screen, biochemical, uHTS, TR-FRET, eIF4GI fragment; Eukaryotic translation initiation factor 4E (Mus musculus) + Eukaryotic translation …; TR-FRET eIF4E-eIF4GI(517-606) binding, 2 h; inhibition, % at 21.7 µM; 220,000 compounds, 0.37% hits; AID 782, 2007;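 active = inhibition above about 30%, limit read from the data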;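 note: 0% = full FRET control wells and 100% = background wells lacking eIF4GI fragment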
EP2 mod: EP2 receptor modulators, cAMP readout, primary screen, cell-based, HTRF cAMP, PGE2 stimulation; Prostaglandin E2 receptor EP2 subtype (Homo sapiens), P43116; EP2-expressing cells, cAMP HTRF FRET, PGE2 co-stimulation; induction, % at 25 µM; 260,000 compounds, 0.83% hits;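 active = compounds whose cAMP rise, as percent of the full-agonist control response, exceeds 60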;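 note: rat C6 glioma line stably carrying human EP2 under a CMV promoter; the protocol text gives 20 µM as final concentration; 100% = response of wells given 1 µM PGE2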
EP2 antag: human EP2 receptor antagonists, primary screen, TR-FRET cAMP, C6 glioma cells; Prostaglandin E2 receptor EP2 subtype (Homo sapiens), P43116; C6 glioma cells expressing human EP2; cells stimulated with saturating PGE2; inhibition, % at 25 µM; 260,000 compounds, 0.52% hits;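 active = percent inhibition above 40 after rounding to a whole number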;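 note: rat C6 glioma host cells with rolipram phosphodiesterase inhibitor present; the protocol text gives 20 µM as final concentration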
Tb hexokinase: Trypanosoma brucei hexokinase 1 inhibitors, primary screen, biochemical, G6PDH-coupled NADH absorbance, MLSCN library | 220,000 compounds, 0.11% hits | recombinant TbHK1, G6PDH-coupled NADH A340 | hexokinase 1 [Trypanosoma brucei] | inhibition, % at 10 µM;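 active = inhibition of 50% or more in the single-dose primary screen; inactive = inhibition below 50%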
14-3-3 Bad PPI: inhibitors of 14-3-3 zeta/Bad binding, primary screen, biochemical, TR-FRET, bovine 14-3-3 zeta; 14-3-3 protein zeta/delta (Bos taurus), P63103; TR-FRET 14-3-3zeta/Dy647-pBad peptide displacement, 1 h; inhibition, % at 21.7 µM; 220,000 compounds, 0.71% hits; AID 781, 2007;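 active = inhibition above about 70%, limit read from the data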;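 note: 0% = full 14-3-3 plus peptide FRET controls and 100% = background without 14-3-3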
Rad51 HR inh: human RAD51 strand exchange inhibitors, primary screen, biochemical, fluorescence; inhibition, % at 10 µM; hRad51 DNA strand exchange, fluorescence dequenching; 200,000 compounds, 0.085% hits; AID 1385, 2008;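 active = inhibition above 40% at the single screening dose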;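 note: 0% = DMSO control wells and 100% = blanks with heterologous ssDNA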
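Test system: preformed human Rad51 ssDNA filaments; also added: Donor/quencher-labelled 47-bp dsDNA substrate; doses: 10 µM final, single point; times: 37 °C 15-min filament assembly, 30-min compound preincubation, 15-min exchange; detection: FRET fluorescence dequenching, excitation 485 nm, emission 520 nm; read-out basis: Fluorescence-based percent inhibition, control- and blank-normalised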
Hck Nef HTS: inhibitors of Nef-activated human Hck kinase, primary screen, biochemical, Z-Lyte FRET, 384-well, Hck-YEEI | inhibition, % at 20 µM | Recombinant Hck-YEEI plus Nef, Z-Lyte FRET kinase assay | 220,000 compounds, 0.68% hits | AID 463187, 2010;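 active = Hck-Nef kinase inhibition above about 50%, limit read from the data; inactive = inhibition below that limit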;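 note: 0% = DMSO with Hck plus Nef and 100% = Hck alone without Nef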
* marks the source's active call; other numbers are inactive results; i = inactive; · = not tested or not shown; [ ] = another dose, or the depositor's remark. A portion of the library; rates above refer to the full screens.

SMILES	Calpain2 inh	zVAD death inh	eIF4E 4G PPI	EP2 mod	EP2 antag	Tb hexokinase	14-3-3 Bad PPI	Rad51 HR inh	Hck Nef HTS
COc1cc(/C=c2\sc3nc(-c4ccncc4)nn3c2=O)ccc1OC(C)=O	-11	5.7	-4[fluorescence artefact?]	-2	·	-5	24[fluorescence artefact?]	·	9
CC(C)(C)c1cc(CCC(=O)N2CCNCC2)c(C(C)(C)C)cc1O	15	-0.3	-7	19	9	1	6	-3	9
CS(=O)(=O)N1CCCC(C(=O)Nc2ccc3c(c2)OCCO3)C1 (stereo not drawn)	-33	34	-4	6	5	-6	-4	-5	20
COc1ccc(/C=C/S(=O)(=O)NCc2ccccc2)cc1OC	30	-0.8	0	-25	2	4	12	-8	7
O=C(NCC1CCCO1)C1CCCN(S(=O)(=O)c2cccc3nsnc23)C1 (stereo not drawn)	13	-0.3	-1	16	8	-10	-1	-3	1
Cc1cc(C)n2nc(C(=O)NCc3ccco3)nc2n1	·	·	·	·	12	3	·	17	-8
CC(/C=N/NC(=O)c1ccncc1)=C\c1ccc(C(C)C)cc1	-103	-0.1	-1	6	12	-7	3	-8	0
CC(C)Oc1ccc(C(=O)O)cc1	2	0.0	5	2	11	-2	-7	15	9
O=C(CCCCCNC(=O)c1ccccc1Br)N=Nc1c(O)[nH]c2ccccc12	-3	4.4	-9	-29	10	-14	-3	5	6
COC(=O)C(CCSC)NC(=O)CNS(=O)(=O)c1ccc(Cl)cc1 (stereo not drawn)	-22	-0.5	-4	13	10	4	-2	-14	-2
Nn1c(SCc2cn3ccccc3n2)nnc1-c1ccncc1	-3	2.8	0	29	9	0	0	-4	-5
CC(=O)c1cnc2nc(C(F)(F)F)nn2c1C	8	0.0	3	15	8	-1	-1	9	1
COCCNC(=O)CN1C(=O)CSc2ncccc21	13	1.5	1	28	11	-2	-6	9	18
CS(=O)(=O)N1CCSC1c1ccc(Br)cc1 (stereo not drawn)	-13	0.0	-1	-1	7	-4	-12	·	13
CCc1nc2sccc2c(=O)[nH]1	11	-0.1	4	-8	14	7	-6	11	12
CCOC(=O)N1CCN(S(=O)(=O)c2ccc(C(=O)Nc3nnc(C)o3)cc2)CC1	-4	0.6	1	24	9	-10	-3[fluorescence artefact?]	-3	2
O=S(=O)(N/N=C/c1ccc(N2CCOCC2)cc1)c1ccc(Br)cc1	10	0.2	0	-21	13	-28	-1	·	-5
CCOc1ccc(NC(=S)NCc2ccco2)cc1	-10	0.5	-4	-40	4	1	-13	29	18
O=C(NCc1ccco1)c1cc2ccccc2o1	-23	1.8	-1	5	10	1	-2	-4	0
Cc1ccc(SCC(=O)NC2CC3CCC(C2)N3C)cc1 (stereo not drawn)	18	2.0	0	3	10	-3	-8	-4	1
CCCCOC(=O)C(C)Nc1n[nH]c(=S)[nH]c1=O (stereo not drawn)	12	1.6	0	6	36	-22	2	-5	1
CC(=O)c1ccc(Cc2ccc(C(C)=O)cc2)cc1	-6	0.3	-1	-54	5	1	-5	6	23
Cc1onc(-c2ccccc2)c1C(=O)Oc1cccnc1	17	0.0	0[fluorescence artefact?]	12	5	-1	-5	-2	2
COc1ccc(C(=O)C2CCCN(S(=O)(=O)c3cccnc3)C2)c(C)c1 (stereo not drawn)	25	1.1	1	-21	1	-1	-5	·	23
Cc1ccc(NC(=O)COC(=O)Cc2ccsc2)cc1S(=O)(=O)N(C)C	0	0.5	-12	-3	9	-7	6	·	21

4 entries from above, as comma-separated lines:
Molecule,Calpain2 inh,zVAD death inh,eIF4E 4G PPI,EP2 mod,EP2 antag,Tb hexokinase,14-3-3 Bad PPI,Rad51 HR inh,Hck Nef HTS
CS(=O)(=O)N1CCCC(C(=O)Nc2ccc3c(c2)OCCO3)C1 (stereo not drawn),-33,34,-4,6,5,-6,-4,-5,20
COc1ccc(/C=C/S(=O)(=O)NCc2ccccc2)cc1OC,30,-0.8,0,-25,2,4,12,-8,7
O=C(NCC1CCCO1)C1CCCN(S(=O)(=O)c2cccc3nsnc23)C1 (stereo not drawn),13,-0.3,-1,16,8,-10,-1,-3,1
Cc1cc(C)n2nc(C(=O)NCc3ccco3)nc2n1,·,·,·,·,12,3,·,17,-8

Next section
SMILES	Calpain2 inh	zVAD death inh	eIF4E 4G PPI	EP2 mod	EP2 antag	Tb hexokinase	14-3-3 Bad PPI	Rad51 HR inh	Hck Nef HTS
CC1(C)Cc2nc3nc(SCC(=O)NCc4ccccc4)n(-c4ccccc4)c(=O)c3cc2CO1	11	-0.6	3	3	6	-6	0[fluorescence artefact?]	3	1
Cc1ccc(C)c(N=C2NC(=O)CS2)c1	-15	1.8	1	6	13	2	-6[fluorescence artefact?]	2	0
CCOP(=O)(OCC)C(Nc1ccccc1)c1cccnc1 (stereo not drawn)	-3	0.5	2	26	6	0	0	9	16
COc1ccc(C2c3c(ccc4ccccc34)Oc3ncn4nc(-c5ccco5)nc4c32)cc1 (stereo not drawn)	-31	0.6	-2	31	6	-10	-3	-2	2
CCOC(=O)c1c(CC(C)C)csc1NC(=O)c1ccccc1C(=O)O	29	0.9	2	-4	8	-12	1	-16	22
CCc1ccc(C(=O)CN2C(=O)C(C)N(c3ccc(C)cc3)C2=O)cc1 (stereo not drawn)	-12	1.3	0	0	4	35	2[fluorescence artefact?]	0	1
O=C(CSc1nnnn1-c1ccc(F)cc1)Nc1nc2ccccc2s1	2	0.5	-9	7	7	-8	26[fluorescence artefact?]	-5	1
O=C(C1CCN(Cc2nc(Cc3cccc(F)c3)no2)CC1)N1CCOCC1	-34	7.7	1	-17	8	-2	-5	-1	20
Cc1cc(=O)[nH]c(N/N=C/c2ccc([N+](=O)[O-])cc2)n1	-10	0.1	-10	-30	7	17	-11	9	-12
Cc1ccc(S(=O)(=O)N2CCCOC2CNC(=O)C(=O)NCc2ccco2)cc1 (stereo not drawn)	33	-0.2	5	17	7	0	1[fluorescence artefact?]	29	0
CC(=O)N1CCc2ccc(S(=O)(=O)N3CCc4ccccc43)cc21	-12	0.2	2	-12	6	3	1	-10	-10
CCc1cccc(CC)c1NC(=S)N1CCn2cccc2C1c1cccnc1 (stereo not drawn)	19	-0.8	0	26	6	3	-7	8	1
COc1cccc(Sc2ccccc2/C=N/NC(N)=O)c1	-1	2.4	0	8	4	1	-6	-6	21
COCCn1c(C)cc(C(=O)COc2cccnc2[N+](=O)[O-])c1C	24	-0.3	5	19	4	1	-7	17	29
Cc1snnc1C(=O)NC(=S)Nc1ccccc1	2	0.7	-1	-12	16	-8	5	3	0
COc1c(C)cc(C(=O)C2CCCN(C(=O)CCc3scnc3C)C2)cc1C (stereo not drawn)	-3	0.4	-1	3	1	-6	-5	14	8
O=C(CCC(=O)OCc1cccc([N+](=O)[O-])c1)Nc1ccc(F)cc1	31	0.0	0	2	3	11	5	-8	17
CCOC(=O)N1CCN(C(=O)CSc2nnc(-c3ccc(C)c(C)c3)o2)CC1	13	12	3	4	5	-3	2	3	2
Cc1cc(C(=O)Nc2sc3c(c2C#N)CCC(C)C3)no1 (stereo not drawn)	-50	-0.4	-10	-17	11	-5	3[fluorescence artefact?]	·	1
O=C(CNC(=O)c1ccco1)NCC(=O)OCc1cccc(Cl)c1	-12	0.4	0	6	3	6	0	2	0
Cc1ccc(CN2CCSc3ccc(C(=O)NCc4cccnc4)cc32)cc1	i	-0.1	0	55	3	-6	-8	-6	24
N[C@@H](CO)c1nnc([C@H](Cc2ccc(O)cc2)NC(=O)C2CCNCC2)o1	-12	0.1	-1	15	9	-3	-10	-7	-7
COc1cc2c(c(OC)c1OC)-c1c(cc(OC)c(OC)c1OC)C[C@](C)(O)[C@@H](C)C2	-12	0.0	3	-2	14	-11	-5	-10	18
CCOC(=O)CSc1nc2ccsc2c(=O)[nH]1	-10	-0.3	-2	22	6	-17	0	·	3
O=C(CSc1nnc2ccccn12)Nc1cccc(S(=O)(=O)N2CCOCC2)c1	16	3.1	-6	7	10	-3	-2[fluorescence artefact?]	2	3

Other entries follow.
SMILES	Calpain2 inh	zVAD death inh	eIF4E 4G PPI	EP2 mod	EP2 antag	Tb hexokinase	14-3-3 Bad PPI	Rad51 HR inh	Hck Nef HTS
Nc1ccn(-c2ccc(Cl)cc2)c(=O)c1	4	-0.4	-9[fluorescence artefact?]	-6	11	11	-6	-2	0
O=C(COC(=O)CCN1C(=O)c2ccccc2C1=O)Nc1ccc(S(=O)(=O)N2CCCC2)cc1	16	-0.2	·	7	12	3	·	4	-2
O=C(Nc1ccc(F)cc1)c1ccccc1S(=O)(=O)c1ccccc1[N+](=O)[O-]	23	0.0	-34	14	4	34	25	11	-1
CCCCCn1c(=O)[nH]c2cc(C(=O)NCCCN(CC)CC)ccc2c1=O	-30	2.9	2	-19	9	-1	3	1	-3
O=C1NCC(O)=C1C=NCCCO	-64	6.0	2[fluorescence artefact?]	6	·	-2	-6	·	1
CC(C)CC(=O)NC(=S)Nc1ccc(N2CCCC2)c(Cl)c1	20	1.5	3	9	8	-10	-4	7	-5
CCCCOP(=O)(OCCCC)C(O)c1ccc(N(C)C)cc1 (stereo not drawn)	-25	-0.1	0	20	12	-6	-16	·	11
COc1ccc(S(=O)(=O)n2cnc3cc(C)c(C)cc32)cc1	11	-0.2	-7	8	12	-5	-2	1	2
COc1ccc(-c2c(NC(C)=O)n(C)c3ccccc3c2=O)cc1	-283	0.3	16	31	8	-34	15	5	-1
COc1ccc(C2/C=C\CN(C(=O)OCc3ccccc3)CC(=O)N2Cc2ccc(F)cc2)cc1 (stereo not drawn)	3	1.0	-8	18	3	-1	-6	-6	18
COc1cc2[nH]c(=S)n(Cc3cccs3)c(=O)c2cc1OC	-16	3.4	-2	-41	7	-8	-4	-1	59*
COCCCNC(=S)N/N=C/c1ccc(N(C)C)cc1Cl	-106	0.6	-2	-33	11	-54	-7	13	24
COc1ccc(NC2=CC(=S)NC(C)(C)C2)cc1	4	-0.7	0	6	20	-43	-1	-14	-1
CCOc1ccccc1C(=O)Nc1ccc(S(=O)(=O)N2CCOCC2)cc1	20	7.6	-2	9	18	-4	-5	-11	2
CCn1c(=O)cc(O)c2ccccc21	-11	-0.3	0	1	6	-1	-9	0	0
COc1ccc(C(=O)NCC(=O)N2CCc3ccccc3C2)cc1	20	9.1	0	-16	6	7	-1	-5	-26
Cn1cc(/C=C2\SC(=O)N(c3ccccc3)C2=O)c2ccccc21	-1	0.2	-3	9	8	-2	1	-8	1
Cc1cc(C)nc(NS(=O)(=O)c2ccc(NC(=O)c3cc(-c4ccccc4)nc4ccccc34)cc2)n1	-2	0.1	7[fluorescence artefact?]	19	9	32	-4	2	7
C/C(=N\N1CCN(C2c3ccccc3-c3ccccc32)CC1)c1ccncc1	-19	0.0	11	40	15	-14	-5	14	0
CC1(C)CC(NC(=O)COc2ccccc2Cl)CC(C)(C)N1	21	-0.1	-2	-15	4	9	9	-8	23
CC(NCC(O)COCc1ccc(Cl)cc1)c1ccccc1 (stereo not drawn)	15	-0.8	-3	-27	8	11	9	-11	17
CC(Oc1cccc(Cl)c1)C(=O)Nc1cc(=O)n(C)c(=O)n1C (stereo not drawn)	18	0.3	-1	10	3	-4	-3	1	1

Screens (PubChem)
